Screening results as filed in PubChem.
CXCR6 inh = CXCR6 receptor inhibitors, primary screen, cell-based, beta-arrestin, luminescence, CHO-K1 PathHunter, 1536-well | inhibition, % at 20 µM | actives 0.36% (n = 360,000) | AID 602244, 2012; in the data active means inhibition above about 34%, passing the limit was not always enough;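 further: antagonist mode with CXCL16 agonist at 10 nM final; 0% = 10 nM CXCL16 with DMSO and 100% = unstimulated wells without agonist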
Target sequence (O00574 whole entry, looked up): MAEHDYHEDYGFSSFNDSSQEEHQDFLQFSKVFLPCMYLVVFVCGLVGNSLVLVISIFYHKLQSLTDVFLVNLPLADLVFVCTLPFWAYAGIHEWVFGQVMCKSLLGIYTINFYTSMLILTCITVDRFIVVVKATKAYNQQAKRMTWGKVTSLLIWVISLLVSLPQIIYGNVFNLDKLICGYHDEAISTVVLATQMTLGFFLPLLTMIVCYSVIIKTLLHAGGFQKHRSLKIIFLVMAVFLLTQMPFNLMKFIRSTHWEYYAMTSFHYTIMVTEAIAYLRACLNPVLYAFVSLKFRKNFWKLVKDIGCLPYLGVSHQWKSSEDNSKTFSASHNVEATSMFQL
CCR6 antagonist = CCR6 receptor antagonists, primary screen, cell-based, CHO-K1, luminescence, beta-arrestin, uHTS; AID 493098, 2011; CHO-K1 CCR6 PathHunter beta-arrestin, CCL20-stimulated; C-C chemokine receptor type 6 (Homo sapiens), P51684; inhibition, % at 20 µM; actives 0.49% (n = 340,000);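 active means compounds whose inhibition of the agonist-driven luminescence signal at 20 µM reaches about 50%, limit read from the data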;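 further: cells stimulated with CCL20 at 14 nM final; plate controls were DMSO with CCL20 for no effect and DMSO without agonist for full effect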
Target sequence (P51684 whole entry, looked up): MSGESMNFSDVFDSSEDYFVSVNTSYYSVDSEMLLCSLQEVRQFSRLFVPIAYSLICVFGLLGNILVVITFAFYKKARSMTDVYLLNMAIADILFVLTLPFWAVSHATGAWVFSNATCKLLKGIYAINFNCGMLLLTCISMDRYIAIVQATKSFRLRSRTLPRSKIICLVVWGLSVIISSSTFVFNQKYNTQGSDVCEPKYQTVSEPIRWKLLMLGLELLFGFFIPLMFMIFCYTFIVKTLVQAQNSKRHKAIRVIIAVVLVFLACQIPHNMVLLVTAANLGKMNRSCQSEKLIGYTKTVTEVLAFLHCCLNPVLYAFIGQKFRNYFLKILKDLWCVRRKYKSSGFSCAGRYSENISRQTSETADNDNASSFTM
tim23-1 inh = growth inhibitors of tim23-1 mutant yeast, primary screen, luminescence, uHTS; AID 463212, 2010; actives 1.3% (n = 330,000); inhibition, % at 20 µM; S. cerevisiae tim23-1 growth, BacTiter-Glo luminescence, 24 h;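 active means growth inhibition of the mutant yeast at or above 50%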;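 further: temperature-sensitive mutant grown at 25 °C; plate controls were DMSO-treated mutant yeast for no effect and medium wells lacking yeast for full effect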
UPR CHOP act = activators of apoptotic CHOP UPR arm, primary screen, cell-based, CHO-CHOP luciferase reporter, luminescence, uHTS. UPR activation; percent of tunicamycin response over DMSO baseline. actives 0.34% (n = 330,000). activation, % at 10 µM;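 active means at 10 µM dose, activation of 40% or more, normalized to positive control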;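 further: 100% = tunicamycin at 10 µg/mL and 0% = DMSO alone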
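Assay system: CHO cells with stable CHOP pathway luciferase reporter; Buffer or medium: F12 plus 10% serum; Times: 16-18 h cell attachment, then 6 h compound exposure, 37 °C; Signal: luciferase luminescence; Read-out basis: percent activation relative to tunicamycin control; Control set: tunicamycin high control, DMSO low control.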
XBP1 UPR activ = activators of adaptive XBP1 UPR arm, primary screen, cell-based, CHO-XBP1 luciferase reporter, luminescence, uHTS; IRE1-XBP1 UPR activation; percent of tunicamycin response, DMSO as zero; actives 0.33% (n = 330,000); activation, % at 20 µM;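 active means versus positive control, 20 µM dose yields 30% or more activation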;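 further: 100% = tunicamycin at 10 µg/mL and 0% = DMSO only wells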
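Test system: CHO-XBP1 luciferase reporter cells | Buffer or medium: Serum-containing F12 medium, 10% FBS | Schedule: 6 h compound exposure at 37 °C, 5% CO2 | Detection: Steady-Glo luciferase glow luminescence, 10 min after reagent addition | Read-out basis: Activation, % of tunicamycin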
APJ antag = antagonists of human apelin receptor APJ, primary screen, CHO-K1 cells, beta-arrestin complementation, luminescence | actives 0.32% (n = 330,000) | inhibition, % at 20 µM;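 active means inhibition above about 40% at 20 µM, limit read from the data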;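 further: cells challenged with 10 nM apelin-13 agonist together with compound; plate controls were apelin-13 plus DMSO wells for no effect and DMSO wells lacking apelin-13 for full effect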
Target sequence (P35414 whole entry, looked up): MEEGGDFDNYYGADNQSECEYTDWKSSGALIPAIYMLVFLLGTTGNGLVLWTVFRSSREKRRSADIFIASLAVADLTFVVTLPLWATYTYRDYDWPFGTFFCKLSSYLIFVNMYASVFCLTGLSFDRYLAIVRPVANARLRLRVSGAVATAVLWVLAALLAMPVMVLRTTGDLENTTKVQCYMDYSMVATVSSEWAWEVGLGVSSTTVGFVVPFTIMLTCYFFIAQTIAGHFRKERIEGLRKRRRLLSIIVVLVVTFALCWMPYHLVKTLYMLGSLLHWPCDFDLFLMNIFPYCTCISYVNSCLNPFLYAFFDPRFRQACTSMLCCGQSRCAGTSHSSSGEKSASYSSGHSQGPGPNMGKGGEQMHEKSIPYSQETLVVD
APJ agonist = agonists of human apelin receptor APJ, primary screen, CHO-K1 cells, PathHunter beta-arrestin, luminescence; P35414; 0% DMSO wells, 100% apelin; activation, % at 20 µM; actives 0.11% (n = 330,000); AID 2520, 2010;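 active means activation more than six SD over the plate average, tested at 20 µM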;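 further: 0% = DMSO alone and 100% = apelin-13 at 10 nM; some results filed as inactive read as strong as hits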
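Material: engineered CHO-K1 APJ arrestin reporter cells; amount: 1000 CHO-K1 reporter cells seeded per well; incubation: compound stimulation 90 min at 25 °C, detection 60 min; signal: luminescent beta-gal fragment complementation, chemiluminescent substrate; read-out basis: APJ agonist activity; controls: DMSO-only wells as negative, 10 nM Apelin-13 as positive control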
EBI2 antag = EBI2 receptor antagonists, beta-arrestin recruitment, primary screen, cell-based, luminescence, 7a,25-OHC stimulation, uHTS; 7a,25-OHC stimulated; inhibition, % at 5 µM; actives 0.81% (n = 360,000); in the data active means inhibition above about 38%;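 further: enzyme fragment complementation signal reports receptor beta-arrestin coupling in cells; 0% = agonist plus DMSO wells and 100% = wells without agonist; some results beyond the cut were filed as inactive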
Mdm2-MdmX inh = inhibitors of human Mdm2-MdmX association, primary screen, cell-based, luminescence, split luciferase, SaOS-2, uHTS | Protein Mdm4 (Homo sapiens) + E3 ubiquitin-protein ligase Mdm2 (Homo sapiens), … | inhibition, % at 8 µM | SaOS-2 split-luciferase Mdm2/MdmX complementation | actives 3% (n = 330,000) | AID 485346, 2010;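 active means inhibition of at least 50% at 8 µM in the primary screen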
* marks the source's active call; other numbers are inactive results.

How did NC(=O)CN1C(=O)NC2(CCCc3ccccc32)C1=O (stereo not given) do in these assays?
CXCR6 inh: -3; CCR6 antagonist: -1; tim23-1 inh: -9; UPR CHOP act: 0.2; XBP1 UPR activ: 0; APJ antag: 10; APJ agonist: 5; EBI2 antag: -8; Mdm2-MdmX inh: 30

Results for O=C(c1ccco1)N1CCN(C(=O)C2CCCN(S(=O)(=O)Cc3ccccc3)C2)CC1 (stereo not given) ?
CXCR6 inh: -11; CCR6 antagonist: -6; tim23-1 inh: 7; UPR CHOP act: -1.2; XBP1 UPR activ: -3; APJ antag: 10; APJ agonist: -5; EBI2 antag: 8; Mdm2-MdmX inh: 11

Results for COc1ccc2c(c1)C(=O)CC(c1ccc(OC)c(OC)c1)O2 (stereo not given) ?
CXCR6 inh: 4; CCR6 antagonist: 19; tim23-1 inh: 38; UPR CHOP act: 3.3; XBP1 UPR activ: -5; APJ antag: 10; APJ agonist: -1; EBI2 antag: -15; Mdm2-MdmX inh: 5

What do the screens show for `COc1ccc(NC(=S)NCc2ccc(F)cc2)cc1`?
CXCR6 inh: 6; CCR6 antagonist: 2; tim23-1 inh: 5; UPR CHOP act: 0.9; XBP1 UPR activ: -1; APJ antag: 23; APJ agonist: -2; EBI2 antag: 0; Mdm2-MdmX inh: 7

How did O=C(Nc1cc([N+](=O)[O-])ccc1C(=O)NCCN1CCOCC1)c1ccccc1 do in these assays?
CXCR6 inh: -4; CCR6 antagonist: -3; tim23-1 inh: -10; UPR CHOP act: 0.3; XBP1 UPR activ: -3; APJ antag: -41; APJ agonist: 15; EBI2 antag: -7; Mdm2-MdmX inh: -2

What do the screens show for `CCC(C)[C@H](NC(=O)N1CCCC1)C(=O)OC` (stereo not given in full)?
CXCR6 inh: 25; CCR6 antagonist: 0; tim23-1 inh: -5; UPR CHOP act: -0.4; XBP1 UPR activ: -2; APJ antag: 3; APJ agonist: -4; EBI2 antag: 5; Mdm2-MdmX inh: -11

How did CCCn1nc(NC(=O)CC)c2cc3cccc(C)c3nc21 do in these assays?
CXCR6 inh: -7; CCR6 antagonist: -8; tim23-1 inh: 24; UPR CHOP act: 1.0; XBP1 UPR activ: 4; APJ antag: -2; APJ agonist: -1; EBI2 antag: 0; Mdm2-MdmX inh: 19

Results for CCC(=O)c1ccc(OCC(O)CN2CCN(S(=O)(=O)c3ccc(NC(C)=O)cc3)CC2)cc1 (stereo not given) ?
CXCR6 inh: -11; CCR6 antagonist: 4; tim23-1 inh: 13; UPR CHOP act: -1.8; XBP1 UPR activ: -7; APJ antag: -7; APJ agonist: -3; EBI2 antag: -5; Mdm2-MdmX inh: -9

What do the screens show for `Cc1cccc(-n2cc(CN3CCN(c4ccccn4)CC3)c(-c3cccc(F)c3)n2)c1`?
CXCR6 inh: -4; CCR6 antagonist: 7; tim23-1 inh: 2; UPR CHOP act: 1.9; XBP1 UPR activ: -1; APJ antag: 8; APJ agonist: -3; EBI2 antag: 10; Mdm2-MdmX inh: -11

What do the screens show for `CC1(C)CC(=O)C(C=NCCc2ccc(O)cc2)=C(O)C1`?
CXCR6 inh: 2; CCR6 antagonist: 1; tim23-1 inh: -9; UPR CHOP act: 0.3; XBP1 UPR activ: 9; APJ antag: -24; APJ agonist: -5; EBI2 antag: 3; Mdm2-MdmX inh: -2

What do the screens show for `CN(C)c1ccc(/C=N\NC(=O)c2ccc(Cn3cc(Cl)cn3)cc2)cc1`?
CXCR6 inh: -5; CCR6 antagonist: -9; tim23-1 inh: 4; UPR CHOP act: 1.8; XBP1 UPR activ: -2; APJ antag: -9; APJ agonist: -1; EBI2 antag: 1; Mdm2-MdmX inh: 25

How did Cc1ccc(-c2nnc(-c3ccccc3)o2)cc1Br do in these assays?
CXCR6 inh: 4; CCR6 antagonist: 9; tim23-1 inh: 2; UPR CHOP act: 7.0; XBP1 UPR activ: 3; APJ antag: 20; APJ agonist: -1; EBI2 antag: 6; Mdm2-MdmX inh: -176

What do the screens show for `Cc1ccc(CN2CCNC(=O)C2CC(=O)NC2CCCCCC2)o1` (stereo not given)?
CXCR6 inh: 8; CCR6 antagonist: 6; tim23-1 inh: 6; UPR CHOP act: 0.9; XBP1 UPR activ: -1; APJ antag: 8; APJ agonist: 1; EBI2 antag: -13; Mdm2-MdmX inh: -9

Results for COc1ccc(NC(C)=O)cc1S(=O)(=O)NC(Cc1ccccc1)C(=O)NCc1ccccc1C (stereo not given) ?
CXCR6 inh: -4; CCR6 antagonist: 12; tim23-1 inh: 2; UPR CHOP act: 2.1; XBP1 UPR activ: 0; APJ antag: -33; APJ agonist: -2; EBI2 antag: 28; Mdm2-MdmX inh: 2

How did COc1ccc(/C=N/NC(=O)c2ccc(CN3C(=O)c4cccc5cccc3c45)cc2)cc1O do in these assays?
CXCR6 inh: -10; CCR6 antagonist: 0; tim23-1 inh: 7; UPR CHOP act: 1.3; XBP1 UPR activ: 8; APJ antag: -7; APJ agonist: -3; EBI2 antag: 8; Mdm2-MdmX inh: -10

Reprinted from the part before: 2 compounds, then new ones.
Results for COc1ccc(NC(C)=O)cc1S(=O)(=O)NC(Cc1ccccc1)C(=O)NCc1ccccc1C (stereo not given) ?
CXCR6 inh: -4; CCR6 antagonist: 12; tim23-1 inh: 2; UPR CHOP act: 2.1; XBP1 UPR activ: 0; APJ antag: -33; APJ agonist: -2; EBI2 antag: 28; Mdm2-MdmX inh: 2

How did COc1ccc(/C=N/NC(=O)c2ccc(CN3C(=O)c4cccc5cccc3c45)cc2)cc1O do in these assays?
CXCR6 inh: -10; CCR6 antagonist: 0; tim23-1 inh: 7; UPR CHOP act: 1.3; XBP1 UPR activ: 8; APJ antag: -7; APJ agonist: -3; EBI2 antag: 8; Mdm2-MdmX inh: -10

How did CCOc1cc(C)c(S(=O)(=O)NCCCn2ccnc2)cc1C do in these assays?
CXCR6 inh: -4; CCR6 antagonist: 7; tim23-1 inh: 5; UPR CHOP act: -1.2; XBP1 UPR activ: -1; APJ antag: 5; APJ agonist: -2; EBI2 antag: 5; Mdm2-MdmX inh: 2

How did CCn1c(SC(=O)NC2CCCCC2)nnc1-c1cccs1 do in these assays?
CXCR6 inh: 15; CCR6 antagonist: 51*; tim23-1 inh: 32; UPR CHOP act: 4.6; XBP1 UPR activ: 2; APJ antag: -12; APJ agonist: -2; EBI2 antag: 6; Mdm2-MdmX inh: 11

What do the screens show for `CCOc1ccc(NC(=S)N2CCC(C(N)=O)CC2)cc1`?
CXCR6 inh: -10; CCR6 antagonist: 7; tim23-1 inh: -6; UPR CHOP act: 2.1; XBP1 UPR activ: 0; APJ antag: 5; APJ agonist: -1; EBI2 antag: 42; Mdm2-MdmX inh: -7

How did COCc1ccc(CN2CCCC(CO)(Cc3cccc(Cl)c3)C2)o1 (stereo not given) do in these assays?
CXCR6 inh: -2; CCR6 antagonist: 8; tim23-1 inh: 3; UPR CHOP act: -1.6; XBP1 UPR activ: 0; APJ antag: -2; APJ agonist: -2; EBI2 antag: 6; Mdm2-MdmX inh: 13

What do the screens show for `COc1ccccc1CNCC(O)(c1ccc(F)cc1)c1ccc(F)cc1`?
CXCR6 inh: -6; CCR6 antagonist: 14; tim23-1 inh: 14; UPR CHOP act: -0.3; XBP1 UPR activ: -1; APJ antag: 17; APJ agonist: -2; EBI2 antag: 6; Mdm2-MdmX inh: 16

What do the screens show for `CC(C)NC(=O)NC(=O)COC(=O)/C=C/c1ccc2c(c1)OCO2`?
CXCR6 inh: -5; CCR6 antagonist: -5; tim23-1 inh: 25; UPR CHOP act: 0.0; XBP1 UPR activ: 1; APJ antag: -47; APJ agonist: 0; EBI2 antag: -10; Mdm2-MdmX inh: 20

How did CC1=Nc2cc(C(=O)NCCCN3CCN(C)CC3)ccc2Sc2ccc(C)cc21 do in these assays?
CXCR6 inh: 8; CCR6 antagonist: 20; tim23-1 inh: 2; UPR CHOP act: 2.6; XBP1 UPR activ: -1; APJ antag: 15; APJ agonist: -5; EBI2 antag: 3; Mdm2-MdmX inh: 15

What do the screens show for `COc1ccc(CCNC(=O)c2nnn(CC(=O)Nc3ccccc3)c2N)cc1OC`?
CXCR6 inh: -4; CCR6 antagonist: 7; tim23-1 inh: 4; UPR CHOP act: 1.5; XBP1 UPR activ: 0; APJ antag: -4; APJ agonist: 6; EBI2 antag: -3; Mdm2-MdmX inh: -19

What do the screens show for `CCCN1C(=O)/C(=C/c2ccc(N3CCOCC3)cc2)NC1=S`?
CXCR6 inh: 0; CCR6 antagonist: 9; tim23-1 inh: 30; UPR CHOP act: 2.5; XBP1 UPR activ: 0; APJ antag: 5; APJ agonist: -4; EBI2 antag: 7; Mdm2-MdmX inh: 13

What do the screens show for `Cc1ccc(C(=O)Nc2ncc(Cc3ccccc3)s2)o1`?
CXCR6 inh: 5; CCR6 antagonist: 3; tim23-1 inh: 57*; UPR CHOP act: -1.2; XBP1 UPR activ: -1; APJ antag: -11; APJ agonist: -1; EBI2 antag: -16; Mdm2-MdmX inh: -104

Results for Cc1ccc(NC(=O)CCc2nc3ccccc3c(=O)[nH]2)cc1S(=O)(=O)N1CCOCC1 ?
CXCR6 inh: -1; CCR6 antagonist: 12; tim23-1 inh: 13; UPR CHOP act: -0.1; XBP1 UPR activ: 2; APJ antag: 8; APJ agonist: 9; EBI2 antag: 4; Mdm2-MdmX inh: 17

Results for COc1ccc(Cl)cc1C(=O)NNC(=O)COC(=O)c1ccc(Br)o1 ?
CXCR6 inh: -1; CCR6 antagonist: 8; tim23-1 inh: 10; UPR CHOP act: 2.7; XBP1 UPR activ: -1; APJ antag: 11; APJ agonist: -4; EBI2 antag: -7; Mdm2-MdmX inh: 7

Results for O=C(CSc1nc(-c2ccco2)cc(C(F)(F)F)n1)NCC1CCCO1 (stereo not given) ?
CXCR6 inh: -2; CCR6 antagonist: -8; tim23-1 inh: 23; UPR CHOP act: 1.3; XBP1 UPR activ: -3; APJ antag: -3; APJ agonist: -1; EBI2 antag: -9; Mdm2-MdmX inh: 26

How did Cc1nc2cc(NC(=O)Nc3ccccc3Cl)ccc2n1C do in these assays?
CXCR6 inh: 3; CCR6 antagonist: 1; tim23-1 inh: 7; UPR CHOP act: -6.6; XBP1 UPR activ: -3; APJ antag: 7; APJ agonist: 0; EBI2 antag: -9; Mdm2-MdmX inh: -95

How did O=[N+]([O-])c1ccc(N(CC(O)CN2CCCCC2)S(=O)(=O)c2ccccc2)cc1 (stereo not given) do in these assays?
CXCR6 inh: -4; CCR6 antagonist: 13; tim23-1 inh: -42; UPR CHOP act: 1.9; XBP1 UPR activ: 2; APJ antag: 2; APJ agonist: -2; EBI2 antag: 4; Mdm2-MdmX inh: -12

The list is partial (hit frequency here may not be typical).
